Screening results (PubChem BioAssay)
DAGLB inhibitor = blocks human DAGLB lipase activity; inhibition, % at 5.17 µM; HEK293T DAGLB membrane lysate, EnzChek fluorogenic substrate; 340,000 tested, 0.059% active; in the data active = inhibition above about 34%;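 note: 0% = enzyme with vehicle and 100% = wells lacking enzyme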
Target sequence (Q8NCG7 whole entry, looked up): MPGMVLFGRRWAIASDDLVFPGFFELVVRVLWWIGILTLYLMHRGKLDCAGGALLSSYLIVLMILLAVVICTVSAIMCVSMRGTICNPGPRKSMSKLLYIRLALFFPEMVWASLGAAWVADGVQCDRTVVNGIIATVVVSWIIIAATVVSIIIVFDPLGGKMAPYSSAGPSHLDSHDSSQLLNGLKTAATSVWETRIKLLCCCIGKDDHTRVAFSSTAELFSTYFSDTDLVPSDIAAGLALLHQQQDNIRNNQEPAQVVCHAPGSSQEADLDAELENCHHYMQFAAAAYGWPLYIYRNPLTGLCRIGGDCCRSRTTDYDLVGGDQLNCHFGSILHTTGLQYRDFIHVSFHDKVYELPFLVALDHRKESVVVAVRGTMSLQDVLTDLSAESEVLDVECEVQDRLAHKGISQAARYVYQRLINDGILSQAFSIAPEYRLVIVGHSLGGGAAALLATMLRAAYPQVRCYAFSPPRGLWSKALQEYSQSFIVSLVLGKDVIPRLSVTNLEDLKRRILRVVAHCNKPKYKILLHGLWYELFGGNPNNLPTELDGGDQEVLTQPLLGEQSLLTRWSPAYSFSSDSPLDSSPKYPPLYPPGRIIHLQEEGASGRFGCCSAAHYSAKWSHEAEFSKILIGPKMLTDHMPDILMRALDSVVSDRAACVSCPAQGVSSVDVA
RTF Ca sens act = cardiac RTF calcium sensitization; P19429+P45379; IANBD-labeled TnC RTF fluorescence at EC20 calcium; 0% EC20 calcium, 100% full calcium; activation, % at 7.2 µM; 340,000 tested, 0.24% active;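 active = activation above the mean over all tested compounds plus 3 SD, cut at about 30% in these data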;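 note: rise in fluorescence read as greater calcium sensitivity of cardiac thin filaments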
CAL PDZ FP-1 = human CAL PDZ-peptide interaction inhibition; 330,000 tested, 0.02% active; purified CAL PDZ, TMR-peptide fluorescence polarization, 1 h; Q9HD26; inhibition, % at 20 µM; AID 504414;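 active = highest replicate inhibition of at least 40%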;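 note: plate controls were DMSO neutral control wells for no effect and unlabeled competitor peptide control wells for full effect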
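Assay system – tagged CAL PDZ protein CerCALP, purified · Timing – 1 h at RT · Compound – single point, 20 µM · Measured by – fluorescence polarization from S- and P-plane intensities, G-factor corrected · Evaluation – inhibition from polarization loss · Probe or stimulus – TMR reporter peptide T*-PRC34 · Buffer or medium – pH 7.4 phosphate-saline buffer, reducing agent, detergent, IgG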
LANA DNA inh = blocks KSHV LANA C-terminal domain binding to DNA; 340,000 tested, 0.078% active; MBP-C-LANA/FAM-LBS DNA binding, fluorescence polarization; inhibition, % at 9 µM; AID 504423;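 active = highest replicate inhibition at or above 60% at 9 µM, even if other replicates fall short; inactive = all replicates below 60% inhibition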;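 note: 0% = neutral control wells and 100% = 4 µM acridine orange control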
PKA-R2B activ = activates the human PKA-R2B holoenzyme complex; PKA-R2B holoenzyme dissociation, Cy5-IP20 fluorescence polarization; R2B truncated from residue 108, S112A mutant; 0% DMSO only, 100% 113 µM cGMP; activation, % at 11.4 µM; 340,000 tested, 0.079% active; AID 504700;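 active = activation above a cutoff set at the mean over all compounds plus 3 SD, cut at about 18% in these data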;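 note: higher means more holoenzyme dissociation and a rise in polarization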
Target sequence (P31323 whole entry, looked up, other chains not shown, the tested form may be a part): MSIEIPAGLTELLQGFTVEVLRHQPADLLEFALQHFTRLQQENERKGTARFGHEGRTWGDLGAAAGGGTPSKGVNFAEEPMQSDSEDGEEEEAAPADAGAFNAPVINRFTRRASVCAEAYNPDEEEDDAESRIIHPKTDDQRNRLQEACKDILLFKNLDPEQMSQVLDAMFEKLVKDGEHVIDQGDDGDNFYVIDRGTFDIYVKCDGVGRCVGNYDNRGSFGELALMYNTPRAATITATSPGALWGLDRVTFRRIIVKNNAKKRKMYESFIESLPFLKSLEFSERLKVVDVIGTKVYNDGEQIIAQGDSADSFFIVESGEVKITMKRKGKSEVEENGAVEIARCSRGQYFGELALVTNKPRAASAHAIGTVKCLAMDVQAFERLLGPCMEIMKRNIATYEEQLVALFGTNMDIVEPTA
SR-BI DiI-HDL act = activators of SR-BI mediated HDL lipid uptake; CHO ldlA[mSR-BI] cells, DiI-HDL uptake fluorescence, 3 h; 100 = double the neutral-control signal; activation, % at 12.5 µM; 320,000 tested, 0.096% active;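 active = mean replicate activation of at least 60% and every replicate at or above 60%; inconclusive = mean or all-replicate condition met, but not both; inactive = mean below 60% and not all replicates reaching 60%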;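 note: 0% = median plate neutral-control signal and 100% = twice that signal; values of inactives mirror those of a sister screen read the other way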
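system = CHO ldlA[mSR-BI] cells, LDL receptor-null, SR-BI overexpressing | medium = Ham's F12 with 0.5% BSA, HEPES 25 mM, pH 7.4 | probe or stimulus = DiI-HDL 10 µg/mL | compound dosing = single-point compound dose | incubation = compound exposure 3 h, 37 °C | technique = DiI fluorescence, bottom read | read-out = cell-associated DiI fluorescence as measure of HDL uptake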
Rtt109 HAT inh = C. albicans Rtt109 histone acetyltransferase inhibition | 330,000 tested, 0.16% active | AID 540336 | inhibition, % at 34.9 µM | purified Rtt109/Vps75, ThioGlo CoA-SH fluorescence, 4 h;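 active = inhibition of at least 50% in every replicate; inconclusive = best replicate reaches 50% inhibition but some replicates fall short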
CAL PDZ FP-2 = CAL PDZ (human) peptide binding inhibition | inhibition, % at 24.9 µM | AID 602252 | 300,000 tested, 0.92% active | Q9HD26 | purified CAL PDZ, TMR-peptide fluorescence polarization, 1 h;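 active = mean inhibition of at least 30% with at least half of replicates also reaching 30%; inconclusive = no clear call, values can overlap the other calls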;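 note: 0% = DMSO neutral control and 100% = excess unlabeled competitor peptide PRC23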
Keap1 Nrf2 FP = Keap1-Nrf2 (human) interaction inhibition. AID 504523. Keap1 Kelch-Nrf2 peptide fluorescence polarization, 1536-well. Q14145. 340,000 tested, 0.15% active. inhibition, % at 9.4 µM; in the data active = inhibition above about 12%; inconclusive = no clear call, values can overlap the other calls; inactive = below about 7.3%;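 note: human Keap1 Kelch domain with fluorescein labeled Nrf2 9mer peptide probe; 0% = neutral control wells and 100% = peptide positive control; higher means more block of Keap1 binding to Nrf2 peptide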
RTF Ca sens inh = cardiac RTF calcium desensitization; P19429+P45379; IANBD-labeled cardiac RTF, Ca2+ fluorescence; inhibition, % at 7.15 µM; 340,000 tested, 0.12% active;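 active = inhibition above the mean inhibition of all tested compounds plus 3 SD, cut at about 17% in these data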;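 note: assay run at fixed EC70 calcium of 1.6 mM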
Starred values were filed as active, the others as inactive; ? = inconclusive; . = no result given. Compounds as they come, and some 1.6% of all compounds hit somewhere here.

[1] CCc1nc(SCC(=O)Nc2nc3c(s2)CCCC3)c2ccccc2n1
[2] O=C(CCc1nnc(Cc2ccc3c(c2)OCO3)o1)N(CC1CCC1)CC1CCCO1 (stereo not given)
[3] Cn1c(CCNC(=O)c2ccco2)nc2cc(NC(=O)c3ccccc3Cl)ccc21
[4] COc1cccc(NC(=O)N2CCCc3ccccc32)c1
[5] Cc1nc(Nc2ccccc2Cl)sc1C(=O)Nc1ccccc1
[6] CCN(CC)S(=O)(=O)c1ccc(C(=O)NC(C)(C)C)cc1
[7] CCC(C)(C)NC(=O)C(c1ccccc1)N(Cc1cccs1)C(=O)Cn1nnc2ccccc21 (stereo not given)
[8] CC1(NC(=O)N2CCCCC2)CCS(=O)(=O)C1 (stereo not given)
compound no.	1	2	3	4	5	6	7	8
DAGLB inhibitor	-6	1	0	-3	0	-2	-2	-1
RTF Ca sens act	-1	1	-5	2	-7	0	9	-3
CAL PDZ FP-1	-0.6	-2.5	-1.0	-1.5	-0.7	-0.9	-2.4	-0.3
LANA DNA inh	-0.9	0.6	0.7	0.9	-1.0	-1.4	3.1	-0.3
PKA-R2B activ	-9	4	-2	4	-13	3	-1	-8
SR-BI DiI-HDL act	.	.	-12	-28	-32	-30	-34	-17
Rtt109 HAT inh	-5	28	-6	.	-4	6	2	-5
CAL PDZ FP-2	-1	1	-10	-2	.	1	-1	-7
Keap1 Nrf2 FP	0	-1	1	2	-6	4	5	-2
RTF Ca sens inh	-5	-4	1	-6	4	-5	-4	-4

Some of these compounds in order of their number in CAL PDZ FP-2, highest first:
cpd	SMILES	CAL PDZ FP-2
6	CCN(CC)S(=O)(=O)c1ccc(C(=O)NC(C)(C)C)cc1	1
4	COc1cccc(NC(=O)N2CCCc3ccccc32)c1	-2
3	Cn1c(CCNC(=O)c2ccco2)nc2cc(NC(=O)c3ccccc3Cl)ccc21	-10

Following part.
[9] Cc1ccccc1NC(=O)NNC(=O)c1ccc2ccccc2c1
[10] CC1CCCCN1c1ncnc(N)c1[N+](=O)[O-] (stereo not given)
[11] COc1ccc(N(C)S(=O)(=O)c2ccc(Cl)c(C(=O)NCCc3ccc(Cl)cc3)c2)cc1
[12] Cc1ccc(C(=O)N2CC(=O)NC(=O)C2)cc1
[13] COc1ccccc1NC(=O)COc1ccccc1C(=O)Nc1ccccc1
[14] CCCCN(C(=O)CCC(=O)OCC(=O)NCc1ccccc1)c1c(N)n(CCC)c(=O)[nH]c1=O
[15] O=C(CC1SC(=Nc2cccc3ccccc23)N(Cc2ccccn2)C1=O)Nc1ccccc1Br (stereo not given)
[16] COc1ccc(C(=O)N2CCCC(Nc3ccc(C)c(C)c3)C2)cc1 (stereo not given)
compound no.	9	10	11	12	13	14	15	16
DAGLB inhibitor	-3	-2	-6	-1	-3	0	-7	1
RTF Ca sens act	-3	5	17	6	4	-5	5	0
CAL PDZ FP-1	-1.8	-0.8	-2.2	-0.5	-0.6	-3.1	-1.5	-1.5
LANA DNA inh	1.0	0.5	-1.0	-1.8	2.1	-2.0	0.0	1.2
PKA-R2B activ	5	-2	2	-1	-3	2	-16	-9
SR-BI DiI-HDL act	19	10	-21	5	-25	2	-26	11
Rtt109 HAT inh	7	-1	18	3	-10	-10	-1	2
CAL PDZ FP-2	-4	-2	-4	-2	4	1	-3	-3
Keap1 Nrf2 FP	-2	3	-5	-6	2	-3	-1	2
RTF Ca sens inh	1	-10	-4	-20	2	-10	-23	-10

Only RTF Ca sens inh and Keap1 Nrf2 FP, for some of the entries so far:
cpd	Compound	RTF Ca sens inh	Keap1 Nrf2 FP
9	Cc1ccccc1NC(=O)NNC(=O)c1ccc2ccccc2c1	1	-2
16	COc1ccc(C(=O)N2CCCC(Nc3ccc(C)c(C)c3)C2)cc1 (stereo not given)	-10	2

(more compounds)
[17] CNC(=O)CSc1nc2cc(S(=O)(=O)Nc3ccccc3OC)ccc2o1
[18] O=C(CCC(=O)N(c1ccccc1)C(C(=O)NC1CCCC1)c1ccncc1)Nc1cccnc1 (stereo not given)
[19] O=C(c1cccc(Cl)c1)N1CCCC(c2ccc(Cl)cc2)=N1
[20] O=C(c1ccco1)N1CCN(C(=O)C2CCCN(S(=O)(=O)c3cccc4nsnc34)C2)CC1 (stereo not given)
[21] COc1ccc(C2(O)CCN(CCCCOc3ccccc3)CC2)cc1
[22] Cc1cccc(N(Cc2ccccc2)C(=O)CN2C(=O)NC3(CCCC3)C2=O)c1
[23] O=C(N/N=C/C(Br)=C/c1ccccc1)c1cc(-c2ccco2)[nH]n1
[24] COc1ccc(-c2nn(-c3ccccc3)cc2C(=O)Nc2nc(CC(C)=O)ns2)cc1
compound no.	17	18	19	20	21	22	23	24
DAGLB inhibitor	3	-1	-3	-2	-1	-3	2	4
RTF Ca sens act	-2	-2	-3	12	6	-1	-5	-4
CAL PDZ FP-1	-8.6	-0.2	-2.6	0.0	-2.9	-0.5	-3.0	-1.3
LANA DNA inh	-0.4	-0.5	-1.7	-1.7	0.2	0.3	-0.8	-0.6
PKA-R2B activ	0	3	-5	4	1	0	0	-8
SR-BI DiI-HDL act	17	4	-38	4	6	-12	-11	-48
Rtt109 HAT inh	3	-6	-4	13	-2	-2	-1	4
CAL PDZ FP-2	-12	6	-3	-3	-1	-2	-9	0
Keap1 Nrf2 FP	0	3	8	-5	-6	0	3	-4
RTF Ca sens inh	-11	-3	-8	1	-18	-2	-4	-1

[25] CC1CCN(C(=O)CN2C(=O)C(=O)c3ccccc32)CC1
[26] Cc1ccc(OCCN2CCN(C)CC2)c([N+](=O)[O-])c1
[27] Cc1nc2c(n1C1CCCCC1)C(=O)c1ccccc1C2=O
[28] Cc1ccc(-n2ncc3c(=O)n(CC(=O)N(C(C)C)C(C)C)cnc32)cc1
[29] CCn1c(NC(=O)c2cccc(Cn3cc(Cl)cn3)c2)nc2ccccc21
[30] O=c1cc(CO)oc(C(Nc2cccc([N+](=O)[O-])c2)c2ccccn2)c1O (stereo not given)
[31] CCOC(=O)N1CCN(C/C(Cl)=C/c2ccccc2)CC1
[32] Cc1ccc(-n2c(-c3ccncc3)nnc2-c2cccs2)cc1
compound no.	25	26	27	28	29	30	31	32
DAGLB inhibitor	0	-1	-1	-1	-3	0	-12	-1
RTF Ca sens act	-8	-2	-2	3	-3	0	-2	-5
CAL PDZ FP-1	0.0	0.0	0.6	-0.9	-0.2	0.2	-0.8	0.1
LANA DNA inh	0.6	2.1	-1.3	-1.9	0.6	0.1	0.7	0.5
PKA-R2B activ	-3	1	-4	-5	-3	7	-2	-1
SR-BI DiI-HDL act	14	10	22	9	-93	37	-4	-6
Rtt109 HAT inh	6	-3	7	1	-6	12	5	5
CAL PDZ FP-2	.	2	-1	-4	.	.	.	-3
Keap1 Nrf2 FP	-4	-4	-5	-3	0	-22	-3	-2
RTF Ca sens inh	-4	-2	-5	-4	14	-6	-4	-5

[33] Cn1cc(S(=O)(=O)N2CCCC2)cc1C(=O)NCCc1ccccc1
[34] CC(=O)Nc1nc2ccccc2n1CCOc1ccccc1Cl
[35] CCOC(=O)c1c(NC(=O)C2CCCN2S(=O)(=O)c2cccc3nsnc23)sc(C)c1C (stereo not given)
[36] C=CC[N+]1(CC(=O)NCc2ccc(NC(C)=O)cc2)CCOCC1
[37] CCCCOC(=O)C1=C(C)NC(=O)NC1c1ccc([N+](=O)[O-])s1 (stereo not given)
[38] O=c1ccc2cc(S(=O)(=O)N3CCN(c4ccccc4)CC3)ccc2o1
[39] O=C1CC(C(=O)Nc2ccccc2C(=O)O)C(c2ccccc2)O1 (stereo not given)
[40] O=C(c1ccco1)N1CCN(Cc2cccc3ccccc23)CC1
compound no.	33	34	35	36	37	38	39	40
DAGLB inhibitor	2	2	2	-4	2	0	-4	-4
RTF Ca sens act	1	-3	-2	2	5	4	-4	-2
CAL PDZ FP-1	-0.5	-0.4	-1.7	-2.0	-2.2	1.2	0.1	-2.8
LANA DNA inh	0.2	-2.0	1.1	-1.3	-0.7	0.1	0.1	-0.3
PKA-R2B activ	0	1	-9	-5	-1	-6	-3	-4
SR-BI DiI-HDL act	-4	4	.	.	0	8	-4	2
Rtt109 HAT inh	6	-6	4	6	?	-2	11	12
CAL PDZ FP-2	-1	0	-2	-3	0	-4	.	0
Keap1 Nrf2 FP	2	-1	-1	-3	5	-1	-8	1
RTF Ca sens inh	-5	-7	-2	-11	-17	-2	-5	-1

[41] CCSc1ccccc1C(=O)NCc1ccc(S(N)(=O)=O)cc1
[42] Cc1nc(SCc2nc3c(F)cccc3[nH]2)c2oc3ccccc3c2n1
[43] CCC(C)NC(=O)c1ccccc1NC(=O)c1ccccc1N(C)S(C)(=O)=O (stereo not given)
[44] O=C(Cn1nnc2ccccc21)OCC(=O)c1ccc(F)cc1
[45] COC(=O)c1ccc(NC(=O)C(=O)c2cn(CC(=O)N3CCOCC3)c3ccccc23)cc1
[46] Cc1ccc(S(=O)(=O)N(C)C)cc1NC(=O)COC(=O)c1ccc(Cl)cc1
[47] O=C(NCc1cccs1)c1cc2c(s1)CS(=O)(=O)C2
[48] CC1CCC(C(C)C)C(OC(=O)CSc2nc(N)cc(=O)[nH]2)C1 (stereo not given)
[49] COc1ccc(-c2cc(C(=O)N3CCC3)c3ccccc3n2)cc1OC
[50] Cc1c(-c2ccccc2)[n+](=O)c(-c2ccc(Br)cc2)c(C)n1[O-]
[51] COc1cccc(CN2CCSCC2)c1OC
compound no.	41	42	43	44	45	46	47	48	49	50	51
DAGLB inhibitor	1	-3	1	2	-1	-3	-3	3	2	0	-3
RTF Ca sens act	4	-1	-5	1	1	10	3	5	-2	2	3
CAL PDZ FP-1	-1.4	2.7	-1.3	-0.8	-2.0	-1.1	-1.5	-0.6	-1.9	-0.2	-1.4
LANA DNA inh	4.2	3.8	-0.8	0.2	1.5	0.2	-0.3	-0.5	-3.5	14	-0.2
PKA-R2B activ	3	-2	-5	4	-7	2	6	2	-4	-7	4
SR-BI DiI-HDL act	4	-6	-2	23	-5	-8	-1	9	-42	15	-1
Rtt109 HAT inh	-6	-2	.	2	6	-1	-2	-4	4	4	-6
CAL PDZ FP-2	-4	-4	4	-3	-1	.	-6	3	.	.	7
Keap1 Nrf2 FP	7	0	-3	-6	-2	-3	-2	-2	1	-4	-3
RTF Ca sens inh	-3	-6	-7	-9	3	7	-14	-5	-9	-1	-1
